Assay outcomes (PubChem BioAssay)
DTT redox prof: compounds producing H2O2 with reducing agent – biochemical, NIH compound library profiling, artefact control for MLSCN library redox annotation, primary screen; actives 0.03% (n = 200,000); AID 878, 2007; DTT-dependent redox cycling H2O2, phenol red/HRP absorbance; 100% = 100 µM peroxide control, 0% = buffer; activation, % at 10 µM;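 active = activation of at least 50% relative to the plate's high and low controls in the primary single-dose screen; inactive = activation below 50%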;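 note: compound incubated with DTT at 0.8 mM final as the reducing agent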
TLR4 MyD88 comp: inhibitors of TLR4-MyD88 association in cells, primary screen, cell-based, HeLa CL3-4, BLA complementation, FRET ratio; HeLa CL3-4 TLR4/MyD88 BLA complementation; inhibition, % at 8.4 µM; actives 0.18% (n = 200,000); AID 861, 2007; in the data active = inhibition above about 25%;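 note: 0% = vehicle and 100% = reference inhibitor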
bIAP activator: bovine intestinal alkaline phosphatase activators, primary screen, biochemical, bovine IAP, CDP-star luminescence; alkaline phosphatase, intestinal [Bos taurus]; activation factor at 20 µM; actives 0.17% (n = 200,000); purified bovine IAP, 30 min; hits give high values; fold of DMSO-control signal, blank-subtracted; AID 1016, 2008;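 active = activation factor of 2 or more at 20 µM, a signal rise over negative controls twice the positive control's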
PPARg SRC2 recr: agonists of PPARg-SRC-2 recruitment, primary screen, biochemical, HTS; Peroxisome proliferator-activated receptor gamma (Homo sapiens), P37231; actives 0.34% (n = 200,000); PPARgamma LBD-SRC-2 recruitment; activation, % at 8 µM; in the data active = activation above about 22%;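 note: 0% = vehicle and 100% = reference agonist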
Target sequence (P37231 whole entry, looked up, the tested form may be a part): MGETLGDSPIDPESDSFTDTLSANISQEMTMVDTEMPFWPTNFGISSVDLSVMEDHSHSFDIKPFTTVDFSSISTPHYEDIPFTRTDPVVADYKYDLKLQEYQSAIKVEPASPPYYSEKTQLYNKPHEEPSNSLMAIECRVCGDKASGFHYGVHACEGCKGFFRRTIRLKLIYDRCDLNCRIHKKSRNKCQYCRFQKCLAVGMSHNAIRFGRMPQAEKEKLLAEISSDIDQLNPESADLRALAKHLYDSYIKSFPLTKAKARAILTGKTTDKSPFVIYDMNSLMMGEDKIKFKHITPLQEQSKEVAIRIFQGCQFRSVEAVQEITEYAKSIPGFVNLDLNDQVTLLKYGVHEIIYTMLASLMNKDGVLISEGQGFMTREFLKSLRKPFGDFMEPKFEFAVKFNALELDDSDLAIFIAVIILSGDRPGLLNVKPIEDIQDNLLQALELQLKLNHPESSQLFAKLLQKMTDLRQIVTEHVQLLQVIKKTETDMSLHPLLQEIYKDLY
bIAP inhibitor: bovine intestinal alkaline phosphatase inhibitors, primary screen, selectivity assay for TNAP inhibitor project, biochemical, bovine IAP, CDP-star luminescence | 190,000 tested, under 10 active | alkaline phosphatase, intestinal [Bos taurus] | inhibition, % at 20 µM | purified bovine IAP, 30 min;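 active = over 50% inhibition of intestinal alkaline phosphatase at 20 µM in the single-dose screen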
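System: Purified bovine intestinal alkaline phosphatase (IAP) enzyme | Input: IAP diluted 1/65,000,000 in the well | Also added: CDP-star chemiluminescent phosphatase substrate, 30 µM final | Dosing: 20 µM single dose | Times: Enzyme reaction for 30 min at room temperature | Detection: Luminescence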
ROMK primary: ROMK potassium channel modulators, primary screen, cell-based, thallium flux, MLSMR library | actives 2% (n = 130,000) | B-score at 10 µM | ATP-sensitive inward rectifier potassium channel 1 (Homo sapiens), P48048 | Tet-inducible ROMK, thallium flux fluorescence; actives lie on both sides;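 active = signal ratio slope over the read window, or its plate-corrected B-score, at least 3 SD from the plate mean, either direction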;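 note: B-score of the F/F0 ratio slope over 7 to 12 s after thallium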
Target sequence (P48048 whole entry, looked up): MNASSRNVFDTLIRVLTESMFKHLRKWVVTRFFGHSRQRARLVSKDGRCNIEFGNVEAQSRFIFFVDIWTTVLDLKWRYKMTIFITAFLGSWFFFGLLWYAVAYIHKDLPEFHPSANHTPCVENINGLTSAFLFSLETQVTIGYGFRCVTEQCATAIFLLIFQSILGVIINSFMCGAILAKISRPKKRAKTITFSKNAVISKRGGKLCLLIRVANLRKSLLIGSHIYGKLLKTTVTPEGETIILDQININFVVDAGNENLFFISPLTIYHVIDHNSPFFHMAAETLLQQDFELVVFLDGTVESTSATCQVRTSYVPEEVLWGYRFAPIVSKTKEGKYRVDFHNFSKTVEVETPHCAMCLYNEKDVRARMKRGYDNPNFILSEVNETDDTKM
S1P3 antag: S1P3 receptor antagonists, primary screen, cell-based; Sphingosine 1-phosphate receptor 3 (Homo sapiens), Q99500; CHO S1P3 NFAT-BLA reporter, FRET fluorescence, antagonist mode; inhibition, % at 4.98 µM; actives 0.27% (n = 170,000); AID 485, 2006;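 active = inhibition above the plate cutoff, the mean inhibition of test wells on that plate plus 3 SD, cut at about 28% in these data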;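 note: cells challenged with S1P at its EC80 of 0.8 µM; blue over green emission ratio from cleaved BLA substrate after 4 h stimulation; 0% = S1P-stimulated wells and 100% = unstimulated DMSO-only wells; some compounds past the cut are filed as inactive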
TR-FRET SRC-2 ct: TR-FRET signal artefacts, primary screen, artefact control for PPARgamma SRC-2 agonist project, biochemical. TR-FRET artefact counter-screen; hits give high values. TR-FRET ratio at 8 µM. actives 0.4% (n = 200,000); in the data active = TR-FRET ratio above about 2000; note: inactives centre near 1500
PPARg SRC-3 ag: PPARgamma agonists recruiting SRC-3 coactivator, primary screen, biochemical. biochemical PPARgamma/SRC-3 coactivator recruitment assay. activation, % at 8 µM. actives 0.26% (n = 200,000). AID 731, 2007; in the data active = activation above about 23%;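 note: 0% = DMSO and 100% = reference agonist; some compounds past the cut are filed as inactive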
PPARg SRC-1 ag: PPARgamma agonists recruiting SRC-1 coactivator, primary screen, biochemical; Peroxisome proliferator-activated receptor gamma (Homo sapiens), P37231; PPARgamma-SRC-1 coactivator recruitment biochemical assay; activation, % at 8 µM; actives 0.41% (n = 200,000); in the data active = activation above about 19%;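 note: 0% = DMSO and 100% = reference agonist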
L major viab: Leishmania major promastigote growth inhibition, primary screen; Leishmania major promastigotes, resazurin fluorescence viability; inhibition, % at 10 µM; actives 9% (n = 200,000); in the data active = inhibition above about 50%;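 note: promastigotes grown with compound for 44 hours at 28 °C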
* hit, by the source's call; x = not tested or not shown.

SMILES	DTT redox prof	TLR4 MyD88 comp	bIAP activator	PPARg SRC2 recr	bIAP inhibitor	ROMK primary	S1P3 antag	TR-FRET SRC-2 ct	PPARg SRC-3 ag	PPARg SRC-1 ag	L major viab
CCN1CCN(S(=O)(=O)c2cccc(S(=O)(=O)N3CCOCC3)c2)CC1	0.3	5.2	0.9	-4.7	9.1	0.128	-12.9	1242	1.5	-12.7	-2.7
CN(C)c1ccc(C(=O)c2ccccc2)cc1	-2.1	-4.2	0.6	8.3	41.1	x	x	1663	13.2	8.8	-1.2
CC(=O)Nc1cccc(NC(=O)Nc2cccc(F)c2)c1	-0.8	-1.5	1	-3.3	0.9	0.875	2.2	1296	1.0	1.3	-3.2
CCOc1ccc2nc(NC(=S)N(C)C)sc2c1	-0.2	-4.5	1.1	-4.6	-10.4	-0.448	x	1609	12.5	3.4	80.1*
O=C(/C=C/c1ccc2c(c1)OCO2)NCCSCc1ccc(Cl)cc1	0.6	-7.0	0.8	15.7	16.2	x	x	1534	5.8	8.1	1.0
Cc1cccc(Oc2c([N+](=O)[O-])c(=O)n(C)c3ccccc23)c1	0.1	7.3	1	-3.9	3.8	-2.67*	1.6	1494	1.8	1.4	-3.7
COC(=O)C1CCN(C(=O)CCCOc2ccccc2)CC1	-0.2	13.4	1	11.7	3.7	x	-3.3	1558	1.4	7.3	0.3
CCCCn1c(SCC(=O)c2ccc3c(c2)NC(=O)CO3)nc2cc(S(N)(=O)=O)ccc21	0.6	12.6	1	0.3	-4.0	0.0214	-12.8	1348	1.7	1.4	-1.7
COc1ccc(/C(N)=N/OC(=O)CSc2ccc(C)cc2)cc1OC	1.2	1.4	0.9	-3.1	11.8	x	x	1448	5.5	2.1	-3.1
COc1ccc(NC(=S)N2CCN(Cc3ccccc3)CC2)c(OC)c1	11.9	5.8	1	6.8	-1.3	0.69	-5.2	1543	0.3	8.3	-2.1
COc1ccc(C2C(C(=O)Nc3ccc(F)cc3)=C(C)Nc3nc(CCCO)nn32)cc1 (stereo not drawn)	-1.9	6.4	1.2	-10.2	-18.6	x	-31.7	1416	4.3	5.2	-5.8
O=[N+]([O-])c1ccc(COc2cccc(CNc3ccc(F)cc3)c2)cc1	1.9	6.3	1	-2.5	-3.6	x	3.8	1394	-3.9	-1.5	6.5
CC(=O)N(C)C(c1ccc(N(C)C)cc1)c1nnnn1-c1c(C)cccc1C (stereo not drawn)	0.0	-15.7	0.5	-3.9	48.9	0.312	13.2	1652	3.1	3.3	-7.8
CCOC(=O)C(NCc1ccc2c(c1)OCO2)(NC(=O)CC)C(F)(F)F (stereo not drawn)	2.5	5.4	0.9	5.2	7.2	-0.115	-16.6	1732	6.8	1.2	-4.4
Cc1nnc(-c2cccc(Br)c2)c2cn(-c3ccccc3Cl)nc12	-3.8	8.2	0.9	4.9	6.3	x	x	1360	-2.8	-6.8	26.1
Cc1cccc2cc(CN(Cc3cccs3)C(c3nnnn3C3CCCC3)C(C)C)c(=O)[nH]c12 (stereo not drawn)	4.2	-1.4	1.1	2.1	-13.0	x	-7.8	1581	6.9	-1.9	90.3*
CC(O)CCc1nc2ccc(C(=O)O)cc2[nH]1 (stereo not drawn)	1.1	0.5	0.9	-4.4	5.2	0.682	-4.2	1624	-5.7	-0.3	-6.6
CCN1CCc2c(OCC(=O)N3CCCCC3)cccc2C1=O	-1.2	-15.9	1.1	0.8	-12.5	-0.0102	6.3	1381	0.7	5.3	0.2
Cc1ccc(S(=O)(=O)N2CCCC(C(=O)O)C2)s1 (stereo not drawn)	0.5	-5.6	1	2.9	-0.6	x	-8.5	1619	15.6	8.3	-6.2
O=C(CSc1nnc(CN2CCOCC2)n1-c1ccccc1)Nc1ccc(Cl)cc1	3.2	-19.9	0.9	-2.4	13.0	x	-26.4	1575	5.3	-2.9	3.5
Cc1nnc(C)n1/N=C/c1cccnc1	-0.5	5.5	0.9	-2.9	12.2	0.644	x	1627	0.3	-4.1	8.0
O=c1ncn(-c2cccc(F)c2)c2ncccc12	1.0	0.9	1	0.1	-4.3	0.582	x	1432	-2.3	5.6	-2.8
Oc1cccc(C2c3[nH]c4ccccc4c3CCN2Cc2cnn(-c3ccccc3)c2)c1 (stereo not drawn)	0.4	9.1	1	1.6	2.7	-0.695	17.4	1551	2.2	2.5	-0.6
CCN(CC)S(=O)(=O)c1cccc(C(=O)N[C@H](C(=O)O)C(C)C)c1	-0.1	8.2	1	1.3	-2.2	1.42	x	1530	-0.4	-0.3	-2.6
Cc1ccc(S(=O)(=O)NC(=O)c2ccc(-c3ccc(-c4ccccc4)cc3)o2)c(C)c1	0.5	-1.9	1	9.0	1.4	2.2	-2.4	1560	2.8	1.9	-9.4

Ten entries from above in a different format:
Results follow in this order: DTT redox prof	TLR4 MyD88 comp	bIAP activator	PPARg SRC2 recr	bIAP inhibitor	ROMK primary	S1P3 antag	TR-FRET SRC-2 ct	PPARg SRC-3 ag	PPARg SRC-1 ag	L major viab
Cc1cccc2cc(CN(Cc3cccs3)C(c3nnnn3C3CCCC3)C(C)C)c(=O)[nH]c12 (stereo not drawn)
  4.2	-1.4	1.1	2.1	-13.0	x	-7.8	1581	6.9	-1.9	90.3*
CC(O)CCc1nc2ccc(C(=O)O)cc2[nH]1 (stereo not drawn)
  1.1	0.5	0.9	-4.4	5.2	0.682	-4.2	1624	-5.7	-0.3	-6.6
CCN1CCc2c(OCC(=O)N3CCCCC3)cccc2C1=O
  -1.2	-15.9	1.1	0.8	-12.5	-0.0102	6.3	1381	0.7	5.3	0.2
Cc1ccc(S(=O)(=O)N2CCCC(C(=O)O)C2)s1 (stereo not drawn)
  0.5	-5.6	1	2.9	-0.6	x	-8.5	1619	15.6	8.3	-6.2
O=C(CSc1nnc(CN2CCOCC2)n1-c1ccccc1)Nc1ccc(Cl)cc1
  3.2	-19.9	0.9	-2.4	13.0	x	-26.4	1575	5.3	-2.9	3.5
Cc1nnc(C)n1/N=C/c1cccnc1
  -0.5	5.5	0.9	-2.9	12.2	0.644	x	1627	0.3	-4.1	8.0
O=c1ncn(-c2cccc(F)c2)c2ncccc12
  1.0	0.9	1	0.1	-4.3	0.582	x	1432	-2.3	5.6	-2.8
Oc1cccc(C2c3[nH]c4ccccc4c3CCN2Cc2cnn(-c3ccccc3)c2)c1 (stereo not drawn)
  0.4	9.1	1	1.6	2.7	-0.695	17.4	1551	2.2	2.5	-0.6
CCN(CC)S(=O)(=O)c1cccc(C(=O)N[C@H](C(=O)O)C(C)C)c1
  -0.1	8.2	1	1.3	-2.2	1.42	x	1530	-0.4	-0.3	-2.6
Cc1ccc(S(=O)(=O)NC(=O)c2ccc(-c3ccc(-c4ccccc4)cc3)o2)c(C)c1
  0.5	-1.9	1	9.0	1.4	2.2	-2.4	1560	2.8	1.9	-9.4

Continuation:
SMILES	DTT redox prof	TLR4 MyD88 comp	bIAP activator	PPARg SRC2 recr	bIAP inhibitor	ROMK primary	S1P3 antag	TR-FRET SRC-2 ct	PPARg SRC-3 ag	PPARg SRC-1 ag	L major viab
O=C(O)c1cc2c([nH]c1=O)CCCC2	2.0	0.0	0.9	6.4	8.8	x	-2.4	1439	-3.7	1.2	9.5
CCOC(=O)CSc1ncc(OC)c(Sc2ccc(Cl)cc2)n1	-0.6	-7.8	1	0.6	1.2	x	x	1546	6.7	-4.1	-3.6
O=C1Nc2ccccc2Oc2cc([N+](=O)[O-])ccc21	0.0	5.3	1.1	-1.1	-8.7	-0.641	-2.3	1724	-0.3	10.0	13.5
COC(=O)c1c(NC(=O)c2ccco2)sc(C)c1C	1.0	12.8	0.9	-3.5	10.9	-1.05	14.1	1396	5.8	-1.7	-3.6
Cc1ccc(S(=O)(=O)NNc2ccccc2)cc1	2.2	-9.7	1	10.1	2.9	x	x	1758	7.6	11.3	-6.8
COc1cccc(CNC(=O)CCl)c1	0.3	-1.5	0.9	6.0	5.8	x	-7.0	1553	-2.4	1.1	4.3
Cc1ccccc1OCC(=O)N1N=C(C(F)(F)F)CC1(O)C(C)(C)C (stereo not drawn)	1.5	10.2	1	0.7	-3.0	-0.283	x	1370	-0.6	6.0	5.7
Cc1cc(C)n(C2CCCCC2OC(=O)c2ccccc2F)n1 (stereo not drawn)	4.1	7.8	1	-1.8	3.7	x	x	1462	7.0	-8.8	-0.8
COc1cc(C2C3C(=O)N(Cc4ccccc4)C(=O)C3ON2c2ccccc2)cc(OC)c1OC (stereo not drawn)	1.3	-6.1	1.1	6.6	-9.2	x	15.5	1705	7.4	13.7	-1.2
Cc1ccc(N(CC(=O)NCc2ccccc2Cl)S(=O)(=O)c2cccs2)cc1	-3.0	6.6	1	10.4	0.0	x	x	1552	13.2	5.5	1.9
Cc1cc(C)c(NC(=O)C(C)c2cccc(C(=O)c3ccccc3)c2)c(C)c1 (stereo not drawn)	-4.3	2.6	1	-6.8	-4.0	0.0162	x	1378	-0.3	-11.1	5.7
Cn1cccc1Cc1nnc(SCC(=O)Nc2cccc(Cl)c2)n1-c1ccc(F)cc1	-1.6	-3.5	1	-0.1	3.8	x	13.1	1516	-3.8	-0.4	61.8*
Cn1c2ccccc2c(=O)c2c(=O)n(C3CCCCC3)c(-c3ccco3)nc21	0.1	3.9	1	6.2	4.6	x	-34.5	1496	-3.6	0.0	31.7
CC(=S)c1c(C)cc2cc(C)ccn12	-0.1	6.4	0.9	7.2	5.9	0.609	9.0	1619	3.2	-2.7	-10.1
Oc1ccc(C=NCC2COc3ccccc3O2)cc1 (stereo not drawn)	0.8	-0.7	0.9	5.7	11.1	0.142	x	1669	-1.3	7.1	0.2
